Menin-MLL TR inh: qHTS Assay for Inhibitors Targeting the Menin-MLL Interaction in MLL Related Leukemias: Competition With Texas Red Labeled MLL-derived Mutant Peptide. Menin + Texas Red MLL mutant peptide, fluorescence polarization. Potency, µM (titrated, usually from 61.6 µM), for the others: at the highest dose FP activity change, negative = inhibition, actives largely listed as inhibitors. actives 0.23% (n = 270,000). AID 1768, 2009; active = well fitted inhibition curve with a large enough effect in the polarisation, with a control signal flat, not every such curve was filed as active; inconclusive = small, poorly fitted or top-dose-only effect, or effect the other way, or a change in a side signal; inactive = no such curve, though single readings can be large or run the other way; the % refers to the polarisation; note: potency is the fitted concentration of half-maximal effect; % of control where 0% means no effect; many of its hits are not listed in these tables
Integrin act MD: qHTS for Activators of Integrin-Mediated Alleviation for Muscular Dystrophy. alpha7betagal myoblasts, beta-gal FDG fluorescence, 48 h. Potency, µM (titrated, usually from 38.3 µM), without a hit: at the top dose activation, hits mostly activators. actives 0.064% (n = 350,000);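 note: potency is the fitted concentration of half-maximal effect; 100% = response of the positive control SU9516; nearly all actives have a fitted effect of over 60% in size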
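alpha7betagal+/- myoblasts (passage 13, 250/well) treated 48 h at 37C with compounds at 1:260 dilution of DMSO stock. Lysed, then beta-galactosidase activity read as FDG fluorescence (ex 480/em 540) after 30 min, with pre-read for autofluorescence.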
BCR signal inh: qHTS Assay to Find Inhibitors of Chronic Active B-Cell Receptor Signaling | ABC-DLBCL IkBa-CBG/CBR reporter, luminescence ratio, 4 h | Potency, µM (series often up to 46.1 µM), without a hit: top-dose ratio change, negative = lower green/red ratio, actives largely listed as inhibitors | actives 0.05% (n = 340,000) | AID 493014, 2011; active = well fitted inhibition curve with a large enough effect in the signal ratio, with a control signal flat, not every such curve was filed as active; inconclusive = small, poorly fitted or top-dose-only effect, or effect the other way, or a change in a side signal; the % refers to the signal ratio;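 note: potency is the fitted concentration of half-maximal effect; plate controls were basal doxycycline-induced cells for no effect and cells given 10 µM MG132 for full effect; MG132 reads +100%, hits lower the ratio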
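Compounds up to 46 uM were incubated four hours with TMD8 cells whose green CBG68 luciferase is fused to IkappaBalpha; red CBR luminescence normalised the signal, and concentration-effect curves were fitted to fusion, red and ratio data.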
B2AR arrestin: qHTS assay of beta-arrestin-biased ligands of beta2-adrenergic receptor | beta-arrestin recruitment to beta2AR, cell-based reporter | Beta-2 adrenergic receptor (Homo sapiens), P07550 | actives 0.02% (n = 330,000) | AID 492947, 2010 | Potency, µM (titrated, usually from 46.1 µM), without a hit: top-dose activation, hits mostly activators;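 note: potency is the fitted concentration of half-maximal effect; 0% = DMSO controls and full agonism = EC100 isoproterenol or metaproterenol; nearly all actives have a fitted effect of over 65% in size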
Target sequence (P07550 whole entry, looked up): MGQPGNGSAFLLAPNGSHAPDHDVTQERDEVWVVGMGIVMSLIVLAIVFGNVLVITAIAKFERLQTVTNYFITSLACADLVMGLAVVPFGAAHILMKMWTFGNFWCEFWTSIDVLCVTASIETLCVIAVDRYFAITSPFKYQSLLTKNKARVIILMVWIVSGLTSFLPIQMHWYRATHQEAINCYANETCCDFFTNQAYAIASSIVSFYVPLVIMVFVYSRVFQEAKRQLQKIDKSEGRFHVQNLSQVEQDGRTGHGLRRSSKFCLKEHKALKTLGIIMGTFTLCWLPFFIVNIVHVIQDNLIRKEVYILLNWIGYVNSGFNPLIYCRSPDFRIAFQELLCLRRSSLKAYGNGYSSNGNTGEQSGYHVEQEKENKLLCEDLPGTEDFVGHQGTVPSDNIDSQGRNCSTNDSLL
Tb PFK inh: qHTS Assay to Find Inhibitors of T. brucei phosphofructokinase; AID 485367, 2010; ATP-dependent 6-phosphofructokinase (Trypanosoma brucei brucei), O15648; Potency, µM (top dose mostly 57.5 µM), without a hit: at the highest dose activity, negative = inhibition, hits mostly inhibitors; T. brucei PFK, ADP-Glo luminescence; actives 0.17% (n = 330,000);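 note: potency is the fitted concentration of half-maximal effect; 0% = uninhibited 1x PFK enzyme wells and -100% = no-enzyme wells; nearly all actives have a fitted effect of over 60% in size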
Target sequence (O15648 whole entry, looked up): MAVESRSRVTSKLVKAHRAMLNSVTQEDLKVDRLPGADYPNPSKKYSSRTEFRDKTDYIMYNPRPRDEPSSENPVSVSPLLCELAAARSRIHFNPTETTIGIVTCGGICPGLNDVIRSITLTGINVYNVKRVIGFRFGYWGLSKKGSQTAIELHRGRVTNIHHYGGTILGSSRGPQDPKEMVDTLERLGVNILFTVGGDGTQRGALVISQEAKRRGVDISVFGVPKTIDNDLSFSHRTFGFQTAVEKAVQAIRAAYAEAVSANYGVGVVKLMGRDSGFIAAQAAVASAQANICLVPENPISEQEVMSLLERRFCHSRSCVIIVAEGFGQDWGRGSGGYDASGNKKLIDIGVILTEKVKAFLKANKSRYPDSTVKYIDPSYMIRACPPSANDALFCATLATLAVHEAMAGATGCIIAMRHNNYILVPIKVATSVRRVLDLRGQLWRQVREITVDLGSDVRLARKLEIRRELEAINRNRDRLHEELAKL
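PFK 1.25 nM, F6P 0.5 mM, ATP 0.1 mM, 0.1 M TEA pH 8.0, 5 mM MgCl2, 0.01% Tween20, 0.1% BSA; 45 min RT. ADP-Glo readout. qHTS titration up to 57 uM; curves fitted, compounds curve-classed.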
PKM2 act: qHTS Assay for Activators of Human Muscle isoform 2 Pyruvate Kinase; Pyruvate kinase PKM (Homo sapiens), P14618; purified PKM2, Kinase-Glo ATP luminescence, activation; response scale: 0% is enzyme alone, no compound; Potency, µM (highest dose often 57.5 µM), without a hit: at the highest dose activation, usual class: activators; actives 0.34% (n = 260,000); note: potency is the fitted concentration of half-maximal effect; % is set by controls: 0 for no effect and ±100 for the full control effect; nearly all actives have a fitted effect of over 55% in size
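Purified hPK-M2 (>95% pure) converted ADP (0.1 mM final) to ATP with 0.5 mM PEP in 50 mM imidazole pH7.2, KCl, MgCl2, Tween 20, BSA; 1 h at room temperature. ATP detected by Kinase-Glo luminescence.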
Giardia kill: Small Molecules that selectively kill Giardia lamblia: qHTS | AID 540267, 2011 | Giardia lamblia trophozoite viability | activity change, % at 7.66 µM, hits read low | actives 0.15% (n = 340,000); in the data active = activity change below about -80%; inconclusive = between about -30% and that limit;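 note: parasites exposed to compound for two days anaerobically before the ATP read; % is set by controls: 0 for no effect and ±100 for the full control effect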
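Luminescence from cellular ATP indicates surviving trophozoites (100 cells/well) following 48 hrs anaerobic compound treatment at 37 deg C; signal develops 15-30 min at room temperature.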
ASM inhibitor: Inhibitors of Secretory Acid Sphingomyelinase (S-ASM): qHTS; Sphingomyelin phosphodiesterase (Homo sapiens), P17405; actives 0.006% (n = 340,000); placental ASM, HMU-PC fluorogenic substrate, 60 min; Potency, µM (doses to about 57.5 µM), inactives show at the highest dose activity change, negative = inhibition, most hits filed as inhibitors; AID 504937, 2011; note: potency is the fitted concentration of half-maximal effect
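qHTS format. ASM enzyme prepared from human placenta hydrolyses the fluorogenic substrate HMU-PC0 (9 uM final) over 60 min at 37 °C after a 10 min compound preincubation.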
TSG101-PTAP inh: qHTS Assay for Iinhibitors of HIV-1 Budding by Blocking the Interaction of PTAP/TSG101; AID 493005, 2010; 340,000 tested, under 10 active; Tumor susceptibility gene 101 protein (Homo sapiens), Q99816; Fluorescence polarization, FITC-PTAP peptide / Tsg101 binding; Potency, µM (titrated, usually from 115 µM), for inactives: at the highest dose activity change, negative = inhibition, actives largely listed as inhibitors; active = well fitted inhibition curve with a large enough effect in the main read-out, with a control signal flat, not every such curve was filed as active; inconclusive = small, poorly fitted or top-dose-only effect, or effect the other way, or a change in a side signal; inactive = no such curve, though single readings can be large or run the other way; note: potency is the fitted concentration of half-maximal effect; % of control where 0% means no effect
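FP read-out: FITC-PTAP peptide, 50 nM final, binding Tsg101 binding domain, 10 uM final; 20 min, r.t.; 10 mM HEPES pH 7.5, 0.15 M NaCl, 0.01% Tween 20, 3 mM EDTA, 0.1 mM TCEP.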
FBPA coupling cs: qHTS Assay for Inhibitors of Fructose-1,6-bisphosphate Aldolase from Giardia Lamblia: Coupling assay counterscreen | coupling enzyme system counterscreen, AmpLite Red fluorescence | activity change, negative = inhibition, % at 58.2 µM, hits read low | actives 0.67% (n = 290,000); in the data active = activity change below about -30%; note: % is set by controls: 0 for no effect and ±100 for the full control effect
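Compounds tested against the coupling enzymes alone at 57.5 uM final; readout was AmpLite Red fluorescence (525/598 nm) after 20 min at RT.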
GALK inhibitor: qHTS Assay for Inhibitors of Human Galactokinase (GALK) | Purified GALK, Kinase-Glo residual ATP luminescence | Potency, µM (highest dose often 57.5 µM), inactives show at the highest dose activity change, negative = inhibition, most hits filed as inhibitors | actives 0.007% (n = 270,000) | P51570; note: potency is the fitted concentration of half-maximal effect; % is set by controls: 0 for no effect and ±100 for the full control effect
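Luminescence from leftover ATP (Ultra-Glo luciferase/luciferin) served as read-out after a 1 h room-temperature reaction of 5 nM GALK with 35 uM ATP and 100 uM galactose.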
An asterisk follows results filed as active; u = inconclusive; x = no result given; [ ] = another dose, or the depositor's remark. Unless noted, calls come from the whole dose curve; as a rule, active = well fitted curve in the direction sought with a large enough effect; inconclusive = small, poorly fitted or top-dose-only effect, or another doubt; inactive = no such curve, though single readings can be large; an effect the other way counts as inactive or inconclusive. Some of the compounds tested. The share of hits here may be higher or lower than overall.

SMILES	Menin-MLL TR inh	Integrin act MD	BCR signal inh	B2AR arrestin	Tb PFK inh	PKM2 act	Giardia kill	ASM inhibitor	TSG101-PTAP inh	FBPA coupling cs	GALK inhibitor
Nc1nnc(SCC(=O)N2CCc3ccccc3C2)s1	-3%	-13%	-1%	-0.1%	2%	2%	1	6%	-6%	-1	9%
O=C(Nc1cccc(-c2nn[nH]n2)c1)c1ccc(Br)s1	x	43%	u	-0.5%	-9%	8%	0	16%	-7%	x	1%
CC(C)n1c(S(=O)(=O)O)nc2ccccc21	11%	7%	11%	-0.7%	5%	-20%	6	0%	-2%	-4	-4%
CS(=O)(=O)NCc1nnc(SCC(=O)NC2CCCCC2)n1-c1ccc(F)cc1	-19%	18%	2%	0.1%	-1%	-6%	-6	1%	-3%	-1	1%
O=C(Nc1nc2c(F)cc(F)cc2s1)C1COc2ccccc2O1 (stereo not drawn)	x	1%	u	-0.7%	3%	-5%	-5	-2%	-10%	-1	0%
Cc1cccc(OC2CCN(Cc3c(C(=O)N4CCCC4)nc4ccccn34)CC2)c1	-19%	-6%	-6%	1.0%	-8%	0%	1	2%	4%	0	4%
CCN(CC)c1ccc(C2C(C(=O)OCCOC(C)C)=C(C)NC3=C2C(=O)CCC3)cc1 (stereo not drawn)	-10%	15%	1%	-0.1%	-1%	0%	2	1%	0%	0	0%
CN(C)C(=O)COc1ccc(S(=O)(=O)c2ccc(OCC(=O)N(C)C)cc2)cc1	6%	-5%	u	0.0%	0%	x	8	0%	-2%	3	-1%
CCCC(C(=O)NCc1ccco1)N(C(=O)CNS(=O)(=O)c1ccccc1)C1CCCC1 (stereo not drawn)	-9%	15%	12%	-1.0%	-4%	0%	-5	5%	-4%	2	-1%
CCCCCC(=O)Nc1ccccc1N1CCN(c2ccccc2)CC1	-7%	14%	3%	0.2%	-6%	-8%	10	-11%	-7%	-3	-2%
N#CCCn1cc(/C=N/O)c(-c2cccc([N+](=O)[O-])c2)n1	8%	-21%	0%	0.1%	-2%	x	-13	-3%	-1%	1	1%
Cc1ccc(NC(=O)c2ccco2)c(NC(=O)CN2C(=O)c3ccccc3C2=O)c1	3%	4%	9%	-0.5%	-1%	9%	-3	0%	2%	2	1%
O=C(CSc1nnc(NC(=O)c2ccc(F)cc2)s1)NC1CC1	-5%	2%	-1%	-0.1%	0%	-1%	-1	1%	0%	-4	1%
O=C(COC(=O)c1ncc(Cl)c(Cl)c1Cl)Nc1ccc(Cl)cn1	x	9%	-20%	-0.3%	4%	x	-3	-1%	1%	x	x
C[C@]12C=CC(=O)C=C1CC[C@@H]1[C@@H]2[C@@H](O)C[C@@]2(C)[C@H]1CC[C@]2(O)C(=O)COC(=O)CCC(=O)NCCc1ccc(O)cc1	-2%	18%	u	-0.6%	1%	x	-2	7%	-5%	0	0%
CN(C)S(=O)(=O)c1ccc(NC(=O)CN2CCCc3ccccc32)cc1	13%	20%	u	0.0%	-11%	3%	5	3%	0%	-1	0%
CCOC(=O)CSc1nc2nc(C)cc(C)n2n1	8%	14%	u	0.1%	0%	2%	-7	-1%	3%	1	-2%
Cc1cc(S(N)(=O)=O)c(N)c(S(N)(=O)=O)c1	7%	10%	4%	1.8%	0%	-12%	-2	1%	-3%	6	-4%
COc1ccc(CC(=O)N2CCN(S(=O)(=O)c3cc(Cl)ccc3Cl)CC2)cc1	x	-4%	-6%	0.2%	-1%	x	2	2%	-10%	x	x
CCC1C2CN(C(C)=O)CC=C2C(C#N)=C(N)C1(C#N)C#N (stereo not drawn)	8%	17%	4%	-0.7%	-8%	1%	-2	69%[activator]	-4%	-2	-1%
O=C(c1cccc(F)c1)N1CCC(c2nc3ccccc3s2)CC1	4%	-9%	-9%	-0.1%	-2%	-10%	3	-1%	-1%	3	-1%
O=C(CNC(=O)c1nc[nH]c1C(=O)N1CCNCC1)OCc1ccccc1	x	9%	4%	0.1%	-2%	x	-5	9%	-1%	x	x
CCN1CCCC1CNC1=NCCCCC1 (stereo not drawn)	-6%	35%	-2%	0.1%	-2%	-3%	-6	12%	-3%	-5	1%
O=C(O)c1ccc2c(c1)C(=O)N([C@H](Cc1cccc3ccccc13)C(=O)O)C2=O	1%	x	12%	-0.2%	-21%	x	x	x	x	3	x
O=C(O)c1ccc(NS(=O)(=O)c2ccc(Cl)cc2)cc1	-16%	26%[7.66 µM]	x	x	x	4%	7	8%	-1%	-5	2%
Cc1cc(C(=O)Cn2cc(C(F)(F)F)ccc2=O)c(C)n1CC1CCCO1 (stereo not drawn)	x	-3%	u	0.3%	1%	x	13	-2%	-2%	x	x
CCCCNC(=O)CSc1nc(O)cc(=O)n1C1CCCC1	4%	13%	-1%	-0.1%	0%	0%	-2	8%	0%	0	4%
c1ccc(CCNc2ncnc3c2cnn3-c2ccccc2)cc1	-6%	5%	u	0.1%	-1%	2%	3	-2%	-1%	0	-3%
Oc1ccccc1/C=N/n1c(-c2ccccc2)n[nH]c1=S	10%	-17%	3%	0.5%	0%	x	-7	21%	-2%	-1	-6%
CCOC(=O)C1NN=C(C(=O)c2ccc(C)cc2)C1c1ccc(C)cc1 (stereo not drawn)	-16%	-14%	1%	4.3%	-10%	4%	-7	-5%	-2%	4	1%
CCc1nnc2n1N=C(c1ccc(Br)cc1)CS2	-21%	0%	6%	-1.0%	-1%	x	-17	3%	-2%	3	4%
O=C1C(=O)N(CC2COc3ccccc3O2)c2ccccc21 (stereo not drawn)	-8%	0%	u	-1.0%	-6%	x	-18	-1%	0%	-2	x
O=C1c2cccnc2C(=O)N1CO	-2%	-7%	0%	-0.2%	0%	2%	-26	2%	-7%	0	-4%
O=C(OCc1c(F)cccc1Cl)c1cccnc1Cl	9%	19%	-16%	0.0%	-8%	17%	15	5%	1%	3	1%
O=C(OC1CCOC1=O)c1cc(-c2cccc(Br)c2)nc2ccccc12 (stereo not drawn)	u	22%	0%	0.0%	3%	4%	-11	-12%	1%	2	4%
CC(=O)c1ccc(N2CCN(C(=O)Cc3n[nH]c(=O)c4ccccc34)CC2)cc1	16%	-10%	1%	0.0%	-4%	6%	-12	6%	-4%	3	4%
O=C(Nc1cnn(C23CC4CC(CC(C4)C2)C3)c1)c1cnn2cccnc12	0%	-22%	6%	0.1%	6%	2%	-10	-8%	-8%	3	4%
COc1cccc(-c2nc(CCl)cs2)c1OC	-7%	u	u	0.1%	-8%	0%	-5	-4%	-2%	0	17%
CS(=O)(=O)N1CCN(c2ccccc2NC(=S)NC(=O)c2ccccc2[N+](=O)[O-])CC1	u	-2%	1%	-0.2%	3%	-2%	12	-4%	-5%	1	-1%
C[C@@]12CCC=C[C@H]1[C@H](c1ccoc1)N(Cc1ccccc1)C2=O	x	20%	-4%	-0.7%	2%	-5%	-6	8%	-8%	10	4%
Cc1cc(C)nc(N2CCN(C(=O)CCC(=O)Nc3nnc(C(C)C)s3)CC2)n1	x	-13%	-16%	-0.9%	13%	-2%	17	-1%	-3%	4	-2%
CCN(CC(=O)NCc1ccc(Cl)cc1)C(=O)NCc1ccc(Cl)cc1	4%	-25%	5%	0.1%	-11%	-6%	-4	4%	-2%	4	4%
O=C(Nc1nc(-c2ccccc2)c(-c2ccccc2)o1)c1ccc(F)cc1	5%	-51%[inhibitor]	u	0.0%	1%	-5%	-4	-9%	-5%	-1	-2%
